# CaV13 ICDI inh – Disruptors of the CACNA1D IQ motif to Ca2+-dependent inactivation inhibitor domain association, primary screening, Förster resonance energy transfer in intact living …; HEK cells, CFP/YFP FRET ICDI-IQ, plate reader, 10 min; percent FRET-ratio fall versus neutral wells; inhibition, % at 12.3 µM; 340,000 compounds, 0.098% hits;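 active = mean replicate inhibition of at least 30% and at least 1% of replicates passing that level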;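 note: 0% = median of the neutral control wells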
# MC4R barr agon – agonists of human melanocortin 4 receptor (MC4R) beta-arrestin; U2OS MC4R beta-arrestin complementation, luminescence; percent of melanotan II response, DMSO zero; activation, % at 8.9 µM; 360,000 compounds, 0.98% hits; AID 540308;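 active = activation above a per-plate cutoff, the mean activation of sample wells on that plate plus 3 SD, cut at about 8% in these data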
# Granule exo inh – blocks lytic granule exocytosis | TALL-104 LAMP-1 surface exposure, flow cytometry; cells stimulated with thapsigargin and PMA | 360,000 compounds, 0.66% hits | inhibition, % at 10 µM;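 active = inhibition above about 55%, limit read from the data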
# ABCB6 inh MLPCN – inhibitors of human ABC transporter ABCB6; Q9NP58; K562-ABCB6 porphyrin accumulation, flow cytometry, 1 h; active compounds read low; fluorescence ratio to DMSO, % at 10 µM; 360,000 compounds, 0.19% hits;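 active = fluorescence ratio to DMSO below 75%, the collection mean minus 3 SD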;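 note: signal is porphyrin accumulated inside mitochondria; 100% equals median channel fluorescence of DMSO control wells; lower ratio means ABCB6 inhibition with less porphyrin fluorescence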
# Target sequence (Q9NP58 whole entry, looked up): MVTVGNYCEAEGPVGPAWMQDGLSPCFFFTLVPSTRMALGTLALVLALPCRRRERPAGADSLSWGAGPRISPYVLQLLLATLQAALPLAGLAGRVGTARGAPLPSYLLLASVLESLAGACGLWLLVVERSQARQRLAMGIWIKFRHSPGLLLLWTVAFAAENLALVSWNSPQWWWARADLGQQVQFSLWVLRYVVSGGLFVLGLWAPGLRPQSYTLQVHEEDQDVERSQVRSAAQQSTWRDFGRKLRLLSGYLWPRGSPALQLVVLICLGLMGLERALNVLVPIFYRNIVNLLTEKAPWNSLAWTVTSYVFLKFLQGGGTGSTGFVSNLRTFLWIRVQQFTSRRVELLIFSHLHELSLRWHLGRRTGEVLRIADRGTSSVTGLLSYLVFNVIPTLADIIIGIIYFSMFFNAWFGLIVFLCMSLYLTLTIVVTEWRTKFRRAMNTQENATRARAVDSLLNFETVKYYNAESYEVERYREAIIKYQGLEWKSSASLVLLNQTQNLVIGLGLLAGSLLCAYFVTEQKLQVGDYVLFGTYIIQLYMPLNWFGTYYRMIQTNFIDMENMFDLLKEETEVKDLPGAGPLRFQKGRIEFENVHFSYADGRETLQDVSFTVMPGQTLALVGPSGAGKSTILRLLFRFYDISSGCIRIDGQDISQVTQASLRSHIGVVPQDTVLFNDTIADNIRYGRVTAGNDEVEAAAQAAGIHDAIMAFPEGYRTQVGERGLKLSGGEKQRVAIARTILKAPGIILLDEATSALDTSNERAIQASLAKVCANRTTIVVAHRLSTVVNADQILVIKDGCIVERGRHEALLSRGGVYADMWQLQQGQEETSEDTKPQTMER
# PDI inh – PDI (human) enzyme inhibition; inhibition, % at 10 µM; PDI insulin aggregation turbidity, A650, 90 min; 350,000 compounds, 0.052% hits; AID 588391; P07237;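 active = mean inhibition across replicates of 30% or more, whatever share of single replicates reach that level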;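 note: absorbance from insulin aggregation driven by PDI reduction with DTT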
# ABHD5-PLIN5 inh – blocks binding of human ABHD5 to perilipin-5; Q00G26+Q8WTS1; Split G. princeps luciferase complementation, luminescence, 4 h; inhibition, % at 4 µM; 360,000 compounds, 0.78% hits; AID 602281;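 active = inhibition above the mean inhibition across every tested compound plus 3 SD, cut at about 22% in these data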;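 note: 0% = DMSO only wells and the 100% control is not disclosed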
# N-glyco inh – N-linked glycosylation inhibition. D54 ERlucT glycosylation luciferase reporter, 24 h; percent of 100 nM tunicamycin response. reporter increase, % at 12.5 µM. 360,000 compounds, 0.23% hits;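 active = mean luciferase reporter signal, scaled so untreated is 0 and the glycosylation-blocking control 100, at or above a set limit in every replicate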;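 note: luciferase carries N-glycosylation sites so blocking glycosylation raises the light; 0% = median of neutral control wells and 100% = median of 100 nM tunicamycin wells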
# MC4R antag cAMP – antagonists of human melanocortin 4 receptor (MC4R); P32245; MC4R-expressing cells, MTII-stimulated cAMP, LANCE TR-FRET; inhibition, % at 6.5 µM; 360,000 compounds, 0.48% hits;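 active = inhibition above its plate's cutoff, the mean of tested wells on that plate plus 3 SD, cut at about 29% in these data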;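 note: 0% = Melanotan II alone and 100% = Melanotan II plus saturating MCL0020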
#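 System: U2OS-MC4R stable cell line; Technique: Eu-cAMP/anti-cAMP TR-FRET, emission 671 nm; Repeats: single well per compound; Also added: Melanotan II; Dosing: one concentration, 6.5 µM nominal; Schedule: 30-min compound, 1-h challenge, 1-h detection, room temperature.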
# H9c2 protect – protects H9c2 cardiomyocytes from peroxide injury; protection from H2O2 cell death, % at 20 µM; H2O2 injury protection, ATPLite, 2 h; 360,000 compounds, 0.63% hits;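 active = compounds giving at least 50% protection of heart cells from peroxide-induced death in the single-dose screen, raw or plate-pattern-corrected value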;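 note: 0% = DMSO wells with peroxide and 100% = DMSO wells without peroxide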
# HTR2A ag – activates the mouse 5-HT2A serotonin receptor; CHO-K1 mHTR2A beta-arrestin complementation, luminescence; percent of 30 µM serotonin response; activation, % at 7.6 µM; 360,000 compounds, 0.66% hits;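 active = activation above a run cutoff, the mean activation of all tested compounds plus 3 SD, cut at about 14% in these data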;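 note: 0% = plate median of compound wells and 100% = 30 µM serotonin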
# * marks the source's active call; other numbers are inactive results; x = no result given.
SMILES,CaV13 ICDI inh,MC4R barr agon,Granule exo inh,ABCB6 inh MLPCN,PDI inh,ABHD5-PLIN5 inh,N-glyco inh,MC4R antag cAMP,H9c2 protect,HTR2A ag
COc1ccc(CN2CCN(C(=O)CCC(=O)c3ccc(C)s3)CC2)cc1OC,-7,0.0,-2,95,6,-1,-1,-1,13,-7
CN1c2ccccc2C(=O)C(=C2SCCCS2)S1(=O)=O,-5,-0.6,-4,94,-2,-3,0,4,9,4
O=C(NCC1CC1)C1(C(F)(F)F)CC(CCCO)CCCO1 (stereo unspecified),-6,0.0,-2,101,-8,3,-1,12,-2,4
Cc1cccc(N2C(=O)CC(SC(=Nc3ccccc3)Nc3ccccc3)C2=O)c1 (stereo unspecified),x,2.8,5,99,0,3,-2,7,-1,-8
CC(=O)Nc1nc(C)nc(-c2ccccc2)c1C(C)=O,-4,0.0,0,97,0,-2,1,2,0,-4
O=c1c2[nH]c3ccc(Cl)cc3c2ncn1CCN1CCCCC1,x,-1.1,8,101,4,-2,-1,0,13,1
COc1ccc(/C=C/C(=O)NC(=S)Nc2ccccn2)cc1,-3,-1.5,5,98,-12,-1,-1,6,-11,2
CC(=O)c1cccc(N(CC(=O)NCC2CCCO2)C(=O)CCC(=O)Nc2cc(C)on2)c1 (stereo unspecified),-4,-0.1,0,94,13,2,0,3,5,2
N/C(=N\OC(=O)c1ccccc1F)c1ccc([N+](=O)[O-])cc1,-19,-0.8,-9,96,4,1,4,10,-8,9
Cc1ccc2nsnc2c1S(=O)(=O)N1CCN(C(=O)C2CCCO2)CC1 (stereo unspecified),-4,0.5,0,99,1,0,0,8,-5,3
COc1ccc(N2CCN(CC(=O)NCc3ccc(Cl)cc3)CC2)cc1,-2,1.6,6,94,1,3,1,15,3,-5
CSCC[C@H](NC(=O)c1cccc(S(=O)(=O)N2CCN(C)CC2)c1)c1nc2ccccc2[nH]1,-7,-0.2,-5,99,-11,-2,-5,16,-6,-7
O=C(Nc1ccc(N2CCCCC2)cc1)c1cc(S(=O)(=O)N2CCOCC2)ccc1F,-6,-2.9,-2,102,4,9,-3,14,-7,-3
CC(=O)Nc1ccc(C=CC=Cc2cccc([N+](=O)[O-])c2)cc1,-5,0.2,-4,98,3,22*,1,24,-4,-4
COc1ccc(NC(=O)CCN2CCCCC2)cc1,-9,-1.4,1,95,-3,-12,-1,1,3,-6
CCCCCOc1ccc(N2C(=O)CC(N(O)c3ccccc3)C2=O)cc1 (stereo unspecified),-5,0.8,-1,95,-5,4,6,12,6,7
CCN(CC)CCN(C(=O)c1ccc2c(c1)CCCC2)c1nc2ccc(C)cc2s1,-7,-2.3,5,98,21,6,-7,2,-3,-7
CN(C)/C=N/c1cc(=O)[nH]c(=O)n1CC1CC1,-12,0.4,-3,96,5,8,3,2,10,0
Cc1cccn2c(=O)c(/C=N/O)c(N3CCCC3)nc12,-3,0.2,-2,98,-2,-1,1,-7,5,-1
CC(C)[C@H](NC(=O)C1CCN(C(=O)[C@@H]2CCCN2)CC1)C(=O)NCc1ccc(F)cc1,x,-0.8,-2,100,x,-6,2,1,2,-3
CCOC(=O)c1ccc(N2C(=O)c3n[nH]c(-c4ccco4)c3C2c2ccc([N+](=O)[O-])cc2)cc1 (stereo unspecified),-2,-0.3,-3,92,0,16,9,2,-9,-4
Nc1nc(-c2nc3ccccc3[nH]2)cs1,x,-1.0,1,100,0,-6,-10,4,-7,0
Cc1ccsc1C1CC(=O)NC2=C1C(=O)CC(C)(C)C2 (stereo unspecified),-5,-1.5,-6,94,3,0,-1,5,-6,-8
COC(=O)c1ccc(CC(=O)c2ccc(O)cc2O)o1,x,-0.6,1,108,13,2,2,5,17,2
COc1cc(C(=O)Nc2ccc3c(c2)CCCN3C(=O)c2ccco2)c([N+](=O)[O-])cc1OC,-6,-2.2,-3,95,-5,-3,3,4,-2,-5
O=C(CCC(=O)c1ccccc1)Nc1ccccc1,-5,-1.8,5,94,1,-2,2,6,2,4
Nc1nonc1-n1nnc(C(=O)N/N=C/C=C/c2ccccc2)c1CSC1=NCCS1,-4,-2.8,-5,95,-84,-7,8,-3,2,-4
O=C(COC(=O)c1cnccn1)Nc1ccc(Cl)cn1,-3,-0.1,18,102,12,-3,-1,-1,0,2
CN(CC(=O)NCCc1ccc(S(N)(=O)=O)cc1)CC(=O)Nc1ccc(F)c(F)c1F,-6,-2.6,1,97,13,-5,1,4,6,0
C/C=C/c1ccc(OCCCCOc2ccc(OC)cc2)c(OC)c1,-6,-1.2,-1,98,-2,-9,0,5,-11,-2

# The final 2 compounds of the part above open the next one:
SMILES,CaV13 ICDI inh,MC4R barr agon,Granule exo inh,ABCB6 inh MLPCN,PDI inh,ABHD5-PLIN5 inh,N-glyco inh,MC4R antag cAMP,H9c2 protect,HTR2A ag
CN(CC(=O)NCCc1ccc(S(N)(=O)=O)cc1)CC(=O)Nc1ccc(F)c(F)c1F,-6,-2.6,1,97,13,-5,1,4,6,0
C/C=C/c1ccc(OCCCCOc2ccc(OC)cc2)c(OC)c1,-6,-1.2,-1,98,-2,-9,0,5,-11,-2
Cc1ccc(NC(N)=S)cc1,-4,0.2,13,105,1,5,1,-8,3,-1
CC1CCCN1CC#CC(O)(c1ccccc1)c1ccccc1 (stereo unspecified),-18,-0.2,-10,94,-3,6,0,8,7,-2
COc1cc(/C=C2/C(=O)NN(c3cccc(C)c3)C2=O)ccc1OC(=O)c1ccco1,-15,-0.1,-9,96,2,-11,7,26,3,-3
CCOC(=O)c1ccc(NC(=O)Cc2cccs2)cc1,-5,-0.7,0,95,6,-11,-1,7,-10,0
O=C(c1cnc2ccccn2c1=O)N1CCc2ccccc21,-7,-0.3,1,101,-10,6,1,2,2,8
Cc1cc(C)cc(-n2c(C)c3c(C)nnc(C)c3c2C)c1,-3,-0.8,1,101,10,4,0,15,-8,0
Cc1cc(C(=O)Cn2nnc3ccccc3c2=O)c(C)n1-c1c(C)n(C)n(-c2ccccc2)c1=O,x,0.3,4,83,-8,-5,2,2,2,2
OCc1cccc(-c2csc(C(O)c3ccccc3)n2)c1 (stereo unspecified),-5,0.0,-3,95,4,1,1,2,-3,4
O=C(CCNC(=O)Cn1ccc2ccccc2c1=O)NCc1ccccn1,-7,0.3,-1,100,-7,-1,1,8,-2,7
CCN(CC)C(=O)Cn1cc(C(=O)C(=O)N2CCN(c3ccccc3)CC2)c2ccccc21,-3,-1.2,3,108,0,-7,-2,9,4,9
O=C(N/N=C/c1ccoc1)c1ccc(Cl)cc1,x,-0.8,-1,99,-5,0,0,9,-6,-11
CC(C)CNC(=O)c1nn(Cc2ccccc2)c(=O)c2ccccc12,-4,-1.8,10,96,15,3,2,5,2,1
O=C(NCC(c1cccs1)N1CCOCC1)c1cc2ccccc2oc1=O (stereo unspecified),-6,-1.4,0,93,0,-9,3,1,2,-5
Cc1ccn2c(C(=O)c3ccc(Cl)cc3)cnc2c1,-6,-1.7,5,95,-2,1,-16,8,-5,1
CC1(C)N=C(N)NC(Nc2ccccc2)=N1,-4,-1.2,6,93,21,2,-1,-3,-1,-6
CC1=NN(C(N)=S)C(=O)C1N=Nc1c(C)cc(C)cc1C (stereo unspecified),-3,-0.6,0,101,-1,8,0,17,17,4
O=C(CSc1nc2ccccc2o1)NC(=O)NCc1ccco1,-6,-2.2,5,98,-1,0,-2,-2,1,-2
Cc1cc(C)cc(C(=O)OCC(=O)NC2CCCC2)c1,-17,-0.1,-7,95,-5,4,0,4,0,4
Cc1cccc(-n2c(SCc3cc(=O)n4ccsc4n3)nc3ccccc3c2=O)c1,-4,0.1,-1,98,12,-2,0,-32,67*,-1
O=C(NCC1CCN(C(=O)c2cccc([N+](=O)[O-])c2)CC1)c1cccc([N+](=O)[O-])c1,-3,-1.3,-1,98,9,0,3,4,-2,-4
Cc1cc(S(=O)(=O)N2CCN(c3ccccc3F)CC2)ccc1-n1cnnn1,-3,-2.5,5,94,-13,1,-2,-3,-7,0
COc1cc(C(C)=O)cc(OC)c1O,x,0.3,-4,97,x,7,-1,6,-2,5
CCO[C@@H]1OC(C(=O)N2CCCCCCC2)=C[C@H](C2CCCCC2)[C@H]1CCCO,-5,5.1,11,96,-1,-3,1,-2,0,5
CCC(c1nnnn1-c1ccc2c(c1)OCCO2)N1CCN(C)CC1 (stereo unspecified),-7,x,-4,99,x,3,x,x,x,0
COc1ccc(OC)c(CN2CCN(C(=O)c3cc(S(=O)(=O)Nc4ccccc4OC)ccc3C)CC2)c1,x,2.0,8,88,1,5,0,12,2,-10
COc1ccc(-c2c(-c3cccc(C)c3)oc3ccc(-c4ccc5c(c4)OCO5)cc23)cn1,-4,-1.0,-4,94,-24,7,-1,9,-3,-1
Cc1cc(NC(=O)c2cccc([N+](=O)[O-])c2)n(-c2ccccc2)n1,-5,1.3,7,105,3,-12,2,14,4,5
Cc1nnc(SCc2ccc(Cl)cc2Cl)[nH]c1=O,-4,-2.2,2,98,13,-8,1,-1,-8,2
CC1(C(=O)NCc2ccccc2)CN(S(C)(=O)=O)CC(=O)N1CC(F)(F)F (stereo unspecified),-16,x,-6,x,x,3,x,x,x,-2
Cc1ccc(S(=O)(=O)CCC(=O)OC(C)c2nnc(-c3cccs3)o2)cc1 (stereo unspecified),-3,-0.9,-4,97,9,5,0,19,-7,-2
CC1CCCN(C(=O)Cn2c(=O)oc3cc(S(=O)(=O)N4CCCCC4)ccc32)C1 (stereo unspecified),-7,-0.7,-7,94,-15,0,0,-9,3,-3
Cc1ccc([N+](=O)[O-])cc1S(=O)(=O)n1ccnc1C,-2,-0.4,10,98,7,1,0,-8,4,0
COCCSc1nnc(-c2cccc(C#N)c2)n1C,-7,0.7,-2,96,0,7,1,6,1,3
CCCCc1c(C)nc2ccc(C(=O)OCC)cc2c1Cl,-18,-1.2,-2,97,2,1,-1,7,-3,1
CC(NC(=O)c1noc2c1CCCCC2)c1ccccc1 (stereo unspecified),-17,-0.2,0,97,3,5,2,8,-4,1
O=C(CC[C@H]1O[C@@H](n2cnc3c(NC(=O)c4ccccc4)ncnc32)[C@H](O)[C@@H]1O)NCc1ccco1,-6,x,5,106,x,4,2,x,-2,2
CCn1c(=O)c(C(=O)CN(C)Cc2cccc(OC)c2OC)c(N)n(Cc2ccccc2)c1=O,0,0.5,-1,101,0,4,2,-3,12,3
S=C(Nc1ccc(Br)cc1Cl)NC1CCN(Cc2ccccc2)CC1,-6,0.2,18,102,-8,8,-5,3,-16,-8
Oc1ccccc1N1CCN(CC(O)COCc2ccccc2Cl)CC1 (stereo unspecified),-7,0.3,6,95,6,-3,1,-2,1,-1
CCC(c1nnnn1CCc1ccccc1)N1CCN(c2ccc(OC)cc2)CC1 (stereo unspecified),-6,-0.3,1,91,-1,3,-3,3,7,-2

# ABHD5-PLIN5 inh, entries above that show a hit
molecule	CaV13 ICDI inh	MC4R barr agon	Granule exo inh	ABCB6 inh MLPCN	PDI inh	ABHD5-PLIN5 inh	N-glyco inh	MC4R antag cAMP	HTR2A ag
CC(=O)Nc1ccc(C=CC=Cc2cccc([N+](=O)[O-])c2)cc1	-5	0.2	-4	98	3	22*	1	24	-4

# Screens from PubChem.
